D2 ag – HTS Assay for Allosteric Agonists of the Human D2 Dopamine Receptor: Primary Screen for Agonists. HEK293 T-REx D2 cells, calcium flux agonist mode. AID 485358, 2010. D(2) dopamine receptor (Homo sapiens), P14416. activation, % at 2 µM. 340,000 compounds, 0.53% hits;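 active means activation over 3 SD above normal in the single-dose calcium agonist read, cut at about 30% in these data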; further: 0% is about no effect
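Tetracycline-induced HEK293 T-REx cells with force-coupled D2 receptor, plated overnight at 30 C, loaded with no-wash calcium dye. After a 10 s baseline, compound was pin-added and calcium flux read kinetically for 180 s; calcium rises flagged agonists.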
D1 potentiator – Potentiators of Human D1 Dopamine Receptor: qHTS | D(1A) dopamine receptor (Homo sapiens), P21728 | HEK293 TREx D1 cells, calcium flux, dopamine EC20 potentiation | potentiation, % at 10 µM | 360,000 compounds, 0.036% hits; in the data active means potentiation above about 30%; further: 0% is about no effect
Target sequence (P21728 whole entry, looked up): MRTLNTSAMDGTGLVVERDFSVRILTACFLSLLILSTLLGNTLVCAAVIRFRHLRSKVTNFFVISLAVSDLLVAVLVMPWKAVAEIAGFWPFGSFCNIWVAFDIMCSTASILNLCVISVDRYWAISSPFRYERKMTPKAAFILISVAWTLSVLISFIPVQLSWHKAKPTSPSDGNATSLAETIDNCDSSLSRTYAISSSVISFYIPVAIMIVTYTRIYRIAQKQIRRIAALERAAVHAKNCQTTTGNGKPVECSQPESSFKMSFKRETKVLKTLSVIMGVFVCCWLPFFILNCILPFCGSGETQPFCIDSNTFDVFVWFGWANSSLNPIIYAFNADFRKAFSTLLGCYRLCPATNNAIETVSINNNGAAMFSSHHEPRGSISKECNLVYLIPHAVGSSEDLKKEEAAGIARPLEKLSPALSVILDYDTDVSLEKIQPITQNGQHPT
TRHR enhancer – qHTS for Small Molecule Agonists and Allosteric Enhancers of Human TRH Receptor: Primary Screen for Enhancers; TRHR cells, fluo-8 calcium fluorescence, EC20 TRH enhancement; enhancement, % at 2 µM; 360,000 compounds, 0.66% hits; AID 493056, 2011; in the data active means enhancement above about 30%; further: 0% is about no effect
Target sequence (P34981 whole entry, looked up): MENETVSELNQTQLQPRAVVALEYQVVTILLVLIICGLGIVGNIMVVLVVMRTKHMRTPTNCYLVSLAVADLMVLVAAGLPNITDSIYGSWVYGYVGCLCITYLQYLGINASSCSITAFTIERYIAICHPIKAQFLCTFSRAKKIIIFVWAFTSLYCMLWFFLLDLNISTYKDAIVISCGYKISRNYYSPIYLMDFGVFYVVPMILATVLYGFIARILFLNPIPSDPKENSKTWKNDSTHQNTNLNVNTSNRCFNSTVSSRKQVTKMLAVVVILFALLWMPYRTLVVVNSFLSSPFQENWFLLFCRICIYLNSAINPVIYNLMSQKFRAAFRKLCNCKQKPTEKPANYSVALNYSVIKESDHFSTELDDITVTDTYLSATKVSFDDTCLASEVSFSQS
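Enhancer read-out: after compound pinning and an initial kinetic agonist-mode read, an EC20 of TRH (10 nM final) was injected and fluo-8 calcium signal (Ex 480/Em 530) followed at 1 s/cycle for 100 cycles in TRHR-expressing cells.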
D2 antag – HTS Assay for Allosteric Antagonists of the Human D2 Dopamine Receptor: Primary Screen for Antagonists. D(2) dopamine receptor (Homo sapiens), P14416. HEK293 TREx D2 cells, calcium flux, dopamine EC80. inhibition, % at 10 µM. 340,000 compounds, 2% hits. AID 485344, 2010; in the data active means inhibition above about 30%; further: 0% is about no effect
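In this primary screen, negative modulation is detected by tracking calcium flux after an EC80 dopamine challenge in inducible HEK293 T-REx D2 cells preexposed to test compound for 180 s.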
TRHR agonist – qHTS for Small Molecule Agonists and Allosteric Enhancers of Human TRH Receptor: Primary Screen for Agonists | activation, % at 2 µM | 360,000 compounds, 0.18% hits | Thyrotropin-releasing hormone receptor (Homo sapiens), P34981 | TRHR cells, calcium flux fluo-8, FDSS agonist mode | AID 493084, 2011; further: 0% is about no effect
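TRHR-expressing cells loaded with fluo-8 calcium dye; 23 nL library compound pin-transferred, kinetic FDSS fluorescence (Ex 480/Em 530) recorded about 180 s for agonist-induced calcium release, before a 10 nM TRH EC20 addition for potentiator mode.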
D1 agonist – Allosteric Agonists of the Human D1 Dopamine Receptor: qHTS; HEK293 T-REx D1 cells, calcium flux, agonist mode; activation, % at 2 µM; 360,000 compounds, 1% hits; further: 0% is about no effect
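Inducible HEK293 T-REx D1 cells, force-coupled to calcium signalling, were plated at 4000 cells/well with tetracycline and held overnight at 30 C. After no-wash calcium dye loading, compound-evoked calcium rise over 180 s flagged agonists.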
RXFP1 antag – qHTS Assay for Antagonists of the Relaxin Receptor RXFP1. Relaxin receptor 1 (Homo sapiens), Q9HBX9. HEK293-RXFP1, relaxin-stimulated cAMP HTRF, 30 min; active compounds read low. 350,000 compounds, 0.59% hits. AID 1259400, 2018. activity change, negative = inhibition, % at 57.5 µM;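 active means activity change of -60% or lower, but not beyond a set lower limit; inconclusive means change between -60% and -40%, or beyond the set limit; inactive means change above -40%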; further: on the % scale 0 is the no-effect control and ±100 the full control effect
D2 potentiator – HTS Assay for Positive Allosteric Modulators of the Human D2 Dopamine Receptor: Primary Screen for Potentiators; AID 485347, 2010; potentiation, % at 10 µM; D(2) dopamine receptor (Homo sapiens), P14416; 340,000 compounds, 0.34% hits; HEK293 T-REx D2, calcium flux, EC20 dopamine potentiation;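 active means potentiation over 3 SD above the plate norm, cut at about 30% in these data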; further: 0% is about no effect
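Potentiation of an EC20 dopamine calcium response measured kinetically over 180 s, after a preceding 180 s compound-only read flagging agonists. Cells: inducible Hek293 Trex D2 line, 4000/well, cultured overnight at 30 C before dye loading.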
D1 antagonist – Antagonist of Human D 1 Dopamine Receptor: qHTS. D(1A) dopamine receptor (Homo sapiens), P21728. HEK293 TREx D1 cells, calcium flux, dopamine EC80; active compounds read low. activity change, negative = inhibition, % at 10 µM. 360,000 compounds, 3.2% hits. AID 504652, 2011; in the data active means activity change below about -30%; further: on the % scale 0 is the no-effect control and ±100 the full control effect
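Antagonism measured as reduced calcium response to an EC80 dopamine addition following 180 s compound pre-read; cells were inducible HEK293 Trex D1 plated overnight at 30 C, read kinetically at 1 cycle/sec.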
* = called active by the depositor; ? = inconclusive; . = not tested or not shown; & = joins results of further samples. Unless noted, no stated cut-off is given here; in the data, active means activation above about 30%; inactive means the rest.

Start of the listing, in advance:
SMILES	D2 ag	D1 potentiator	TRHR enhancer	D2 antag	TRHR agonist	D1 agonist	RXFP1 antag	D2 potentiator	D1 antagonist
O=C(CCN1C(=O)/C(=C/c2cccs2)SC1=S)Nc1cccc(O)c1	0.0	-1	10	-28	0.1	6	?	18	-9
CSCCC(NS(=O)(=O)c1ccc(C)cc1)C(=O)NC1CCCCC1 (stereo not drawn)	2.1	-6	-10	2	-0.2	0	-8	2	-21
CC(=O)N1CCc2cc(Br)cc(S(=O)(=O)N3CCc4ccccc43)c21	0.7	3	2	2	0.0	4	4	12	-3
O=C(C1CC1)N1CCc2cc(S(=O)(=O)NCCCN3CCCCC3)ccc21	-1.0	0	-3	14	-1.4	2	-8	-3	-14
Cc1ccc(CNC(=O)C2CCCN(c3nc4ccccc4n4cccc34)C2)cc1 (stereo not drawn)	0.1	1	1	.	0.1	1	?	-3	5

All compounds of this part, previewed entries included:
SMILES	D2 ag	D1 potentiator	TRHR enhancer	D2 antag	TRHR agonist	D1 agonist	RXFP1 antag	D2 potentiator	D1 antagonist
O=C(CCN1C(=O)/C(=C/c2cccs2)SC1=S)Nc1cccc(O)c1	0.0	-1	10	-28	0.1	6	?	18	-9
CSCCC(NS(=O)(=O)c1ccc(C)cc1)C(=O)NC1CCCCC1 (stereo not drawn)	2.1	-6	-10	2	-0.2	0	-8	2	-21
CC(=O)N1CCc2cc(Br)cc(S(=O)(=O)N3CCc4ccccc43)c21	0.7	3	2	2	0.0	4	4	12	-3
O=C(C1CC1)N1CCc2cc(S(=O)(=O)NCCCN3CCCCC3)ccc21	-1.0	0	-3	14	-1.4	2	-8	-3	-14
Cc1ccc(CNC(=O)C2CCCN(c3nc4ccccc4n4cccc34)C2)cc1 (stereo not drawn)	0.1	1	1	.	0.1	1	?	-3	5
CC(C)[C@H](NC(=O)c1ccccc1F)C(=O)Nc1nc2c(s1)CCCC2	0.3	0	-3	-14	-0.5	0	12	-5	-2
CCOc1ccc(N=C(NC#N)SC)cc1	-0.2	-1	10	5	-0.2	0	2	9	-11
O=C(Nc1ccccc1)OCCOc1ccc(Br)cc1	0.7	-7	-4	0	-0.3	8	-6	-3	-15
CC(=O)Nc1ccc(Oc2nc(C)cc(C)n2)cc1	1.0	0	0	-1	0.1	10	-12	-3	15
Cc1cc(Cl)ccc1NC(=S)Nc1cccnc1	1.5	-2	0	1	0.0	2	0	0	2
O=C(CN1C(=O)NC(c2ccccc2)(c2ccccc2)C1=O)N1CCN(c2ccc(F)cc2)CC1	0.3	-3	-8	7	1.4	3	-12	-2	-18
O=C(NCC1CCCO1)c1ccc2c(=O)n(Cc3ccc(Cl)cc3)c(=S)[nH]c2c1 (stereo not drawn)	0.6	-4	1	-7	0.5	0	-22	3	16
Cn1cccc1C(C(=O)NC1CCCCC1)N(C(=O)Cc1cccs1)C1CC1 (stereo not drawn)	0.2	-6	-4	-19	0.3	2	-4	-5	1
CC(=O)N1CCN(Cc2nc3scc(-c4ccccc4)c3c(=O)[nH]2)CC1	.	-6	0	.	-0.2	-1	-12	0	-8
O=C(COc1cc2oc(=O)c3c(c2cc1Cl)CCC3)NCC(O)c1ccccc1 (stereo not drawn)	-1.4	0	6	14	-0.9	1	9	9	-6
Cc1cccc(Nc2ccccc2C(=O)O)c1C	-1.0	2	3	13	-0.6	0	-32	13	9
COc1cc(S(=O)(=O)Nc2ccc(C)cc2)ccc1N=Cc1c(C)c(C#N)c(=O)n(C)c1O	3.8	11	-9	-8	0.2	11	1	12	-4
N#CC1=C(N)N(c2ccc(Cl)cc2)C2=C(C(=O)CCC2)C1c1cc(CN2CCOCC2)cs1 (stereo not drawn)	-1.7	-2	-2	.	-2.8	1	-26	10	1
Cc1ccc(S(=O)(=O)NC2(C(F)(F)F)NC(=O)N(Cc3ccccc3)C2=O)cc1 (stereo not drawn)	-0.4	-7	-6	-2	-0.2	3	5	-3	-14
Cc1ccc(C(=O)CC2(O)C(=O)N(Cc3ccc4c(c3)OCO4)c3ccccc32)cc1 (stereo not drawn)	-0.6	-1	5	-7	0.0	5	5	10	-1
Cc1ccc(S(=O)(=O)N(C)CC(=O)NCCCc2ccccc2)cc1	-1.1	-7	-4	-13	-0.3	1	2	-4	17
CC1CCc2nc(NC(=O)COc3ccc(C(C)(C)C)cc3)sc2C1 (stereo not drawn)	-1.2	2	1	.	0.1	2	-10	2	8
COc1ccc(OCCOCCN2CCc3ccccc3C2)cc1	.	-1	6	.	-0.1	2	2	.	-10
CC(=O)Nc1ccc2c(c1)OCCO2	.	-5	0	.	1.0	3	4	.	14
COc1cccc(NC(=O)C2CCN(c3ccc(Sc4ccc(C)cc4)nn3)CC2)c1	0.8	1	12	.	0.1	2	.	-19	-2
(next part)
SMILES	D2 ag	D1 potentiator	TRHR enhancer	D2 antag	TRHR agonist	D1 agonist	RXFP1 antag	D2 potentiator	D1 antagonist
O=C(Nc1cccc(Cl)c1)c1nc[nH]c1C(=O)NCc1ccccc1	1.4	-1	-4	-1	1.5	3	.	2	.
Cc1nc2cc(C)c(C)cc2s1	0.1	-5	0	3	0.7	4	-9	0	15
CCOC(=O)C1CCN(c2cc(C)nc3ccc(OC)cc23)CC1	-2.9	-3	-2	10	0.9	2	-9	2	-3
Nc1ncc(Br)cc1S(=O)(=O)NCCC(=O)N1CCN(c2ncccn2)CC1	0.5	-5	-4	-8	-0.3	0	-1	19	8
COC(=O)c1ccc(NC(=O)Cn2ccn3nc(-c4ccc(OC)cc4)cc3c2=O)cc1	1.2	0	0	.	0.3	-1	0	9	-2
CCn1nc(NS(=O)(=O)c2ccc(C)cc2)c2cc3ccccc3nc21	0.8	-2	0	-5	0.0	1	-10	0	-18
COc1ccc(/C=C2\SC(=S)N(CC(=O)OCC(=O)Nc3ccc([N+](=O)[O-])cc3OC)C2=O)cc1	2.7	8	-1	0	0.1	1	-16	13	1
CCC(=O)c1ccc(OCc2ccc(C(=O)OC)cc2)c(OC)c1	.	-6	3	.	-0.6	1	5	.	-19
Cn1cnnc1SCC(=O)c1ccc2c(c1)OCCO2	-1.0	12	-3	-9	0.1	2	-24	0	-23
N/C(=N\OCc1ccc([N+](=O)[O-])cc1)c1ccccn1	0.1	-1	-1	-17	0.7	7	3	12	-15
O=C(O)CSCC(=O)N1CCN(c2nc3cc(Cl)ccc3s2)CC1	0.3	1	-6	3	0.2	4	1	-11	-5
CCSc1nnc(NC(=O)Cn2cnc3c2c(=O)n(C)c(=O)n3C)s1	0.0	-4	-5	-13	0.1	1	-6	-5	-13
CSc1ccc(-c2c(C#N)c(N)nc3c2c(C)nn3-c2ccccc2)cc1	-0.1	-2	12	-14	-0.9	4	-10	3	-8
CCOc1ccccc1NC(=O)Nc1nnc(N(C)Cc2ccccc2)s1	0.2	-1	-2	.	-0.3	-2	-4	1	-21
COc1ccc(Cn2c(CO)cnc2SCc2ccccc2C)cc1	-0.6	-2	2	.	-0.2	11	-10	-7	0
O=C(Nc1ccc(NC(=O)c2cc3ccccc3o2)cc1)c1ccc2c(c1)OCCO2	-2.0	1	3	-4	-0.6	3	13	8	-43*
CN1C[C@@H]2C(c3ccc(Cl)nc3)C3(c4ccccc4)CC2(C3)[C@H]1c1ccccc1 (stereo partly drawn)	-0.2	3	1	-11	-0.2	2	.	19	14
CCN(CC)S(=O)(=O)c1ccc(-c2nnc(SCC(=O)N3CCc4ccccc43)o2)cc1	.	4	3	.	0.5	3	13	.	33
O=[N+]([O-])c1ccc2c(c1)nc(CO)n2Cc1ccccc1	0.7	-8	-4	0	0.1	4	1	4	-3
Cc1cccc(NC(=O)C(C)Oc2ccccc2C)n1 (stereo not drawn)	1.0	8	-1	-17	-0.9	2	-11	.	0
C=CCc1ccccc1OCCSc1nc(-c2ccccc2F)nc2cc(=O)[nH]n12	1.3	-8	-16	.	-0.3	4	.	7	-9
Cc1ccc(Cn2cc(C(=O)c3ccc(F)cc3)c(=O)c3cc4c(cc32)OCCO4)cc1	-0.1&0.3	-2&-1	-7&-1	6	0.6&0.0	4&2	?	-3&2	-2&19
O=C(CN1C(=O)NC2(CCCc3ccccc32)C1=O)c1ccc(Br)cc1 (stereo not drawn)	.	-8	-4	.	-0.2	1	-11	.	-9
c1ccc(-c2csc(Nc3cccnc3)n2)nc1	0.6	-5	10	-1	-1.0	0	-6	3	-31*
O=C(c1cnn(-c2ccc(F)cc2)c1-n1cccc1)N1CCN(c2ccc(F)cc2)CC1	.	-2	0	.	-0.6	-1	.	3	2
CCc1ccc(NC(=O)C(C)OC(=O)C2CCC(=O)N2)cc1 (stereo not drawn)	-0.2	-1	10	-1	0.2	1	-35	-1	9
CCCCCOc1ccc(Br)cc1/C(C)=N/NC1=NCCN1	-0.3	-19	-6	18	0.1	13	-26	-11	-11
O=C(OCC(=O)N(CCc1ccccc1)Cc1ccccc1)c1ccccc1[N+](=O)[O-]	0.6	0	-11	4	2.9	20	3	12	-5

2 entries picked at random from those above:
SMILES	D2 ag	D1 potentiator	TRHR enhancer	D2 antag	TRHR agonist	D1 agonist	RXFP1 antag	D2 potentiator	D1 antagonist
C=CCc1ccccc1OCCSc1nc(-c2ccccc2F)nc2cc(=O)[nH]n12	1.3	-8	-16	.	-0.3	4	.	7	-9
Cc1nc2cc(C)c(C)cc2s1	0.1	-5	0	3	0.7	4	-9	0	15

Limited to D2 ag, TRHR agonist and D2 antag (four entries from above):
canonical_smiles	D2 ag	TRHR agonist	D2 antag
CN1C[C@@H]2C(c3ccc(Cl)nc3)C3(c4ccccc4)CC2(C3)[C@H]1c1ccccc1 (stereo partly drawn)	-0.2	-0.2	-11
O=C(Nc1cccc(Cl)c1)c1nc[nH]c1C(=O)NCc1ccccc1	1.4	1.5	-1
O=C(OCC(=O)N(CCc1ccccc1)Cc1ccccc1)c1ccccc1[N+](=O)[O-]	0.6	2.9	4
COC(=O)c1ccc(NC(=O)Cn2ccn3nc(-c4ccc(OC)cc4)cc3c2=O)cc1	1.2	0.3	.

Screening data deposited in PubChem by National Center for Advancing Translational Sciences (NCATS).
